# KCNK9 block – blocks the human KCNK9 two-pore domain potassium channel | B-score at 10 µM | AID 488922 | hit rate 1.2% among 310,000 | Q9NPC2 | HEK293 KCNK9, FluxOR thallium flux fluorescence; active compounds read low;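 active = ratio B-score over 3 SD below the library mean, with starting fluorescence within 5 SD of its mean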;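 note: negative B-score means less thallium flux so channel inhibition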
# Target sequence (Q9NPC2 whole entry, looked up, the tested form may be a part): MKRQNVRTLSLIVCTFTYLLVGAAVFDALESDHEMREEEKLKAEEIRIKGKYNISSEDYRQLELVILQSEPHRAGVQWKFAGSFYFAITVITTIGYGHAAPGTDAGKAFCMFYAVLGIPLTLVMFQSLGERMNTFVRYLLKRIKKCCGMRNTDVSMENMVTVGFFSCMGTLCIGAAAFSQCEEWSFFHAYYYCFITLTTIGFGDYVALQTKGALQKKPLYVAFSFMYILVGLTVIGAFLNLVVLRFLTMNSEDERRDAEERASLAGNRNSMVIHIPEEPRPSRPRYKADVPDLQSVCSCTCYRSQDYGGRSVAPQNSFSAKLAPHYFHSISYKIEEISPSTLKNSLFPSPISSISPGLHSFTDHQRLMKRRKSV
# RGS4 pot – potentiators or activators of RGS4; HEK293 M3R/inducible RGS4, carbachol calcium flux Fluo4; active compounds read low; B-score at 10 µM; hit rate 0.92% among 310,000;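 active = B-score of the integrated calcium signal more than 4 SD below the library mean, with starting fluorescence not abnormally high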;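 note: negative B-score means reduced calcium response which marks RGS4 activation or potentiation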
#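 Material: Inducible-RGS4 HEK293 cells carrying M3 receptor; also added: carbachol at ECmax as muscarinic agonist stimulus; incubation: compound preincubation 20 min at room temperature before agonist; signal: Fluo4-AM (2 µM) calcium-flux fluorescence, kinetic read; measure: integrated calcium ratio converted to B score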
# hERG rescue – compounds protecting human hERG from proarrhythmic drug block. activation (rescue from dofetilide block), less the hit threshold, % at 10 µM. Q12809. hit rate 0.51% among 310,000. CHO-hERG, FluxOR thallium flux, dofetilide IC70 present. AID 1511;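 active = activation above the mean of controls blocked by dofetilide plus 5 SD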;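 note: thallium influx through hERG after potassium depolarization seen as dye fluorescence rise; in these data hits start at about 4.7%; inactives centre near -7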
# GSK3 alpha inh – inhibitors of human GSK-3 alpha kinase; P49840; ADP-Glo luminescence, 60 min; inhibition, % at 10 µM; hit rate 0.1% among 320,000; AID 2650;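 in the data active = inhibition above about 50%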;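 note: GST-tagged GSK-3 alpha with peptide substrate and 25 µM ATP; 0% = DMSO neutral wells and 100% = GW8510 positive control wells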
# GSK3beta inhib – human GSK3beta kinase inhibition | P49841 | AID 2097 | GST-GSK3beta kinase, ADP-Glo luminescence, 60 min; active compounds read low | hit rate 0.038% among 300,000 | activity score (negative = inhibition), % at 10 µM;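 active = more than half of replicate wells score below -50%, meaning over 50% inhibition versus plate controls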;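 note: 0% = median DMSO wells and -100% = median GW8510 positive control wells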
#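 test system = GST-tagged human GSK3beta kinase, cell-free | reagent = 25 µM ATP with peptide substrate | dosing = one dose of 10 µM per compound | schedule = 60 min reaction, RT | detection = luminescent ADP-Glo measurement of ADP formed | control set = DMSO neutral wells and GW8510 at 20 µM as positive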
# KCNQ1 pot – potentiators or activators of human KCNQ1 potassium channel; CHO-K1 KCNQ1, thallium flux FluxOR fluorescence; active compounds read high; B-score at 10 µM; hit rate 0.35% among 310,000; AID 2648;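 active = fluorescence ratio B-score, a plate-corrected score, at least three library SD, with initial intensity B-score within 5 SD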
#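 Schedule – 37 °C overnight plating, 90-min dark dye load, 20-min compound pretreatment · System – stable KCNQ1 CHO-K1 line · Probe or stimulus – thallium- and potassium-containing depolarizing buffer · Measured by – kinetic FluxOR fluorescence, 10 s baseline plus 110 s post-stimulus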
# KCNQ1 block – inhibitors of human KCNQ1 potassium channel | P51787 | B-score at 10 µM | AID 2642 | hit rate 1.3% among 310,000 | CHO-K1 KCNQ1, FluxOR thallium flux fluorescence; active compounds read high;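 active = compounds whose thallium flux B-score, printed positive for inhibition, exceeds three library SD while starting fluorescence stays within three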;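 note: channel opened by potassium depolarization with thallium stimulus after 20 min compound exposure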
# RGS4 inh – human RGS4 inhibition. HEK293 M3R/RGS4 inducible, Fluo-4 calcium flux; active compounds read high; triggered by carbachol at its EC20. B-score at 10 µM. hit rate 0.45% among 310,000. AID 463165;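 active = B-score, a plate-corrected calcium signal, over three deviations above library mean, with baseline fluorescence within five deviations of library mean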;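 note: RGS4 expression induced by doxycycline in cells with stable M3 receptor; B-score is computed from the integrated fluorescence ratio over baseline after carbachol; higher B-score means a larger calcium signal and so more RGS4 inhibition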
# Target sequence (P49798 whole entry, looked up): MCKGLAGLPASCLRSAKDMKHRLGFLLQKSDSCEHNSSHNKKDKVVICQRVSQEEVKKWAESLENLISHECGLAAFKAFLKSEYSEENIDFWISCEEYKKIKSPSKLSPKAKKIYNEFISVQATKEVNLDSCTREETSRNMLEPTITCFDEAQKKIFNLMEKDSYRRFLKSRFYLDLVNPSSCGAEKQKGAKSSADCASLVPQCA
# KCNK3 block – human KCNK3 channel inhibition, primary screen; AID 602410; hit rate 0.84% among 340,000; B-score at 10 µM; CHO-KCNK3 thallium flux, FluxOR fluorescence; active compounds read low;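 active = B-score under library mean minus 4 SD, starting fluorescence ratio at most library mean plus 5 SD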;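 note: more negative B-score means stronger inhibition of thallium flux through KCNK3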
# Target sequence (O14649 whole entry, looked up): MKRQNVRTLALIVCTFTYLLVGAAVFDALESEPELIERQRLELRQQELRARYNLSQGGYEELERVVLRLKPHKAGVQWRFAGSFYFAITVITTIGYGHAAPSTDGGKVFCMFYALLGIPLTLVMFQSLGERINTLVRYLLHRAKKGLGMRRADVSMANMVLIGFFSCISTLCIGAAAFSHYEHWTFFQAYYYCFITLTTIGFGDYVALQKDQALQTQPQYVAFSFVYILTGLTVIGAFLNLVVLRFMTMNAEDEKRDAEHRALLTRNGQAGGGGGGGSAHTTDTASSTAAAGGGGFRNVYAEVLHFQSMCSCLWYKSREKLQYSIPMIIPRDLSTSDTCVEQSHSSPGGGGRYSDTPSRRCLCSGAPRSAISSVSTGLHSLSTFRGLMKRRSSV
# DYRK1A inh – inhibitors of rat Dyrk1A kinase | inhibition, % at 12.5 µM | Q63470 | hit rate 0.43% among 310,000 | ADP-Glo luminescence, NFATc1 peptide | AID 504441; in the data active = inhibition above about 50%;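 note: plate controls were vehicle with enzyme for no effect and no enzyme for full effect; many of its hits are not listed in these tables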
# PolyA inh – blocks polyadenylation in yeast reporter cells | AID 1875 | S. cerevisiae SKY197-pL101 polyadenylation reporter, beta-gal luminescence; efflux-impaired pdr1/pdr3 knockout yeast; score 100 = 6 SD above DMSO | hit rate 0.02% among 300,000 | calls only at 12 µM;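 active = lowest replicate activity score at least 50, where 100 means six control SD above control mean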;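 note: yeast exposed to compound for 9 h at 30 °C; higher score means more reporter readthrough which indicates perturbed polyadenylation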
# Starred values were filed as active, the others as inactive; i = inactive; · = no result given. The list is partial, so the mix of outcomes need not match the whole.
SMILES,KCNK9 block,RGS4 pot,hERG rescue,GSK3 alpha inh,GSK3beta inhib,KCNQ1 pot,KCNQ1 block,RGS4 inh,KCNK3 block,DYRK1A inh,PolyA inh
O=C(NCc1ccccn1)c1ccc(OC2CCN(Cc3ccc(F)cc3F)CC2)cc1,i,i,-8.6,-1.1,1.2,i,i,i,i,-0.5,i
Cc1nc2ccccn2c1-c1csc(Nc2cccc(O)c2)n1,i,-8.4*,-23.0,·,1.3,i,i,i,i,16.1,i
CCCOc1ccc(N2C(=O)CC(SC(=NCC)Nc3cccc(F)c3)C2=O)cc1 (configuration not stated),i,i,-13.0,-1.8,3.1,i,i,i,i,-2.3,i
O=C(Oc1ccc(C(=S)N2CCOCC2)cc1Br)c1ccccc1F,i,i,-5.2,-3.0,2.2,i,i,i,i,-9.6,i
O=c1c(C/C=C/c2ccccc2)c(O)ccn1Cc1ccc(Cl)cc1Cl,i,i,-16.1,-1.7,-0.7,i,9*,i,i,-0.2,i
COCCSc1ccccc1C(=O)NCc1ccco1,i,i,-8.6,-2.6,0.2,i,i,i,i,2.2,i
COc1cccc(CN2CCN(c3nc4nonc4nc3NC3CC3)CC2)c1,i,i,-1.8,-1.0,0.5,i,i,i,i,-0.4,i
CC(=O)Nc1ccc(S(=O)(=O)N2CCN=C2SCc2ccc([N+](=O)[O-])cc2)cc1,i,i,-9.5,0.9,2.9,i,i,i,i,1.5,i
CC(C)CN(C(=O)CC1OC(=O)c2ccccc21)c1c(N)n(Cc2ccccc2)c(=O)[nH]c1=O (configuration not stated),i,i,-8.9,-2.6,5.5,i,i,i,i,-2.6,i
Cc1cc(C)n(C(=O)Cn2nc(C(F)F)cc2C)n1,i,i,-3.8,-1.9,-1.3,i,i,i,i,-1.0,i
CCOc1ccc(N(CC(=O)Nc2ccccc2)S(C)(=O)=O)cc1,i,i,-10.8,-1.8,4.8,i,i,i,i,3.6,i
COc1ccc(/C=C/C(=O)OCC(=O)Nc2ccc(Cl)cc2F)cc1S(=O)(=O)N1CCOCC1,i,i,-6.3,-0.2,0.2,i,i,i,i,0.4,i
CC(C)C1N(C(=O)N(C)C)CCN1S(=O)(=O)c1ccccc1 (configuration not stated),i,i,-8.5,-1.1,1.1,i,i,i,i,-0.5,i
O=C(O)CNS(=O)(=O)c1cccc2nsnc12,i,i,-6.9,-1.4,-2.3,i,i,i,i,1.2,i
Cc1cc(C)nc(NS(=O)(=O)c2ccc(NC(=O)c3ccc(S(=O)(=O)N(C)C)cc3)cc2)n1,i,i,-8.4,0.1,8.4,i,i,i,i,·,i
COc1ccc(C(C)NC(=O)c2ccc(Cl)cc2)cc1OC (configuration not stated),i,i,-9.2,-4.3,0.8,i,i,i,i,3.7,i
CCN(CC)C(=O)C(=O)c1cccn1-c1ccccc1C#N,i,i,-10.3,-1.0,-0.9,i,i,i,i,·,i
COCC(C)n1c(COc2ccccc2F)nnc1SCC(=O)c1c(N)n(C)c(=O)n(C)c1=O (configuration not stated),i,i,-3.2,-1.2,2.3,i,i,i,i,·,i
CCOC(=O)c1ccc(NC(=O)CCc2nc(-c3cccc(C)c3)no2)cc1,i,i,-8.6,-1.7,0.1,i,i,i,i,0.2,i
CN(C)C(=O)[C@H]1C[C@H]1[C@@H](O)[C@H](CO)NC(=O)[C@H](COCc1ccccc1)NC(=O)OC(C)(C)C,i,i,-7.0,-3.8,1.5,i,i,i,i,1.6,i
c1ccc2c(NCCc3c[nH]c4ccccc34)c3ccccc3nc2c1,i,i,-16.9,7.6,-5.2,i,7*,i,i,5.7,i
COc1ccc(-c2cn3c(C)c(C(=O)Nc4cccc(NC(C)=O)c4)sc3n2)cc1,i,i,-16.9,-0.5,0.0,i,i,i,i,-5.2,i
CC(=O)Nc1ccc(C(=O)OCc2ccccc2Cl)cc1,i,i,-6.1,0.5,-2.2,i,i,i,i,6.7,i
CC(=O)c1cc(C#N)c(Oc2cc(C)cc(C)c2)nc1C,i,i,-1.8,-2.9,-0.1,i,i,i,i,5.3,i
O=C(Nc1ccc(S(=O)(=O)O)cc1)c1ccc2c(c1)S(=O)(=O)c1ccccc1C2=O,i,i,-9.3,1.0,0.7,i,i,i,i,3.1,i
CSc1sc(C(=O)N(C)C)c2c1S(=O)(=O)N(C)c1ccccc1-2,i,i,-5.7,-0.2,1.8,i,i,i,i,-1.6,i
CCN1C(=O)c2ccc(-c3nc4ccccc4c(=O)o3)cc2C1=O,i,i,-8.2,-0.5,2.1,i,i,i,i,-2.8,i
Cc1ccc(S(=O)(=O)N2CCCCC2C(=O)N2CCN(c3ccccc3F)CC2)cc1 (configuration not stated),i,i,-2.3,-0.4,1.3,i,i,i,i,-2.7,i
CCOC(=O)N1CCC(NC(=O)c2cc(C(=O)Nc3ccc(F)cc3F)ccc2CO)CC1,i,i,-5.6,0.6,1.6,i,i,i,i,-1.4,i
Nc1cc(N)nc(SCC(=O)c2ccc3c(c2)NC(=O)CO3)n1,i,i,-12.0,0.0,-1.7,i,i,i,i,-4.1,i
CCOC(=O)C1CCN(C(=O)COc2cccc(C)c2)CC1,i,i,-3.1,-2.1,-0.1,i,i,i,i,-2.2,i
CN(CCCNC(=O)c1ccc(N2CCCC2=O)cc1)c1ccccc1,i,i,-6.6,1.3,-0.2,i,i,i,i,-3.3,i
COc1ccc(C(=O)N/N=C(\C)CC(=O)NC2CCCCC2)c(OC)c1,i,i,-4.5,0.4,0.7,i,i,i,i,12.5,i
CC(=O)c1cccc(CN2CCN(C3CCCCC3)C(CCO)C2)c1 (configuration not stated),i,i,-4.8,0.6,-0.6,i,i,i,i,19.7,i
O=c1c2ccccc2ncn1Cc1cccc2ccccc12,i,i,-11.7,0.5,-1.9,i,i,i,i,-0.8,i
O=C(Nc1cccc(C(=O)O)c1)Nc1cccc2ccccc12,i,i,-7.2,-3.6,-3.3,i,i,i,i,-0.8,i
COCCNC(=O)c1cc2c(=O)n3cccc(C)c3nc2n(Cc2ccncc2)c1=N,i,i,-10.7,-2.3,0.8,i,i,i,i,-0.2,i
COc1ccc2c(C)c(CCC(=O)NCCCN3CCCC3=O)c(=O)oc2c1C,i,-8.9*,-2.7,-1.6,1.6,i,i,i,i,6.5,i
Cc1ccc(S(=O)(=O)/N=S(/C)c2ccccc2)cc1 (configuration not stated),i,i,-6.5,-1.9,-4.6,i,i,i,i,6.0,i
Cc1nnc(NC(=O)C2CCCN(S(=O)(=O)Cc3ccccc3)C2)s1 (configuration not stated),i,i,0.1,2.3,0.6,i,i,i,i,·,i
O=C(Nc1nc(-c2ccc(Cl)cc2Cl)cs1)C1CCCO1 (configuration not stated),i,i,-9.2,-3.1,-0.6,i,i,i,i,·,i
O=C(N/N=C/c1ccc(-n2ccnc2)cc1)c1cccs1,i,i,-2.5,-1.0,1.8,i,i,i,i,8.1,i
O=C(CC1C(=O)NCCN1Cc1ccccc1)NCCN1CCCCC1=O (configuration not stated),i,i,-10.7,·,-4.2,i,i,i,i,6.5,i
O=C(Cc1ccc(Cl)cc1)Nc1ccccc1C(=O)Nc1ccc(C(=O)O)cc1,i,i,-13.7,-1.7,-3.5,i,i,i,i,0.9,i
O=C(NCCN1CCc2ccccc2C1)C1CC(=O)N(C2CCCC2)C1 (configuration not stated),i,i,-2.9,4.2,-0.6,i,i,i,i,-4.8,i
COc1ccc(/C=C/C(=O)c2ccccc2)c(OC)c1,i,i,-10.3,-1.5,-0.1,i,i,i,i,-2.8,i
Cc1cc(=O)n2nc(N3CCCC3C(=O)Nc3ccccc3C)sc2n1 (configuration not stated),i,i,-4.1,-1.2,2.2,i,i,i,i,2.3,i
ClCc1csc(N/N=C/c2cccs2)n1,i,i,-13.8,1.2,-7.8,i,i,i,·,·,i
COc1ccc(S(=O)(=O)NCC2CCCN(Cc3ccccc3Cl)C2)cc1 (configuration not stated),i,i,-2.4,-2.5,-1.0,i,i,i,i,0.7,i
CC(C)(C)NC(=O)c1cccc2c1OC(C)(C)C2,i,i,-9.2,-0.4,4.9,i,i,i,i,-7.2,i

# (more compounds)
SMILES,KCNK9 block,RGS4 pot,hERG rescue,GSK3 alpha inh,GSK3beta inhib,KCNQ1 pot,KCNQ1 block,RGS4 inh,KCNK3 block,DYRK1A inh,PolyA inh
CCCc1cc(N2CCOCC2)n2nc(C)c(-c3ccccc3)c2n1,i,i,-8.9,-1.0,1.9,i,i,i,i,1.0,i
CC(NC(=O)c1ccccc1F)c1ccccc1 (configuration not stated),i,i,-6.0,0.9,2.8,i,i,i,i,5.5,i
C=CCNC(=O)c1ccc(C(=O)c2ccccc2)cc1,i,i,-7.0,-3.3,-1.6,i,i,i,i,4.1,i
Cc1nc(C(C)NC(=O)CCc2nnc(Cc3c[nH]c4ccccc34)o2)cs1 (configuration not stated),i,i,-0.6,2.2,-1.4,i,i,i,i,0.4,i
CCC(C(=O)NC1CCCCC1)n1c(SCc2ccc(F)cc2)nc2ccncc21 (configuration not stated),i,i,-6.2,-2.2,-2.7,i,i,i,i,-7.6,i
CCOC(=O)C1C(c2ccc(C)o2)NC(=O)NC1(O)C(F)(F)F (configuration not stated),i,i,-14.0,-3.9,1.1,i,i,i,i,-2.6,i
CS(=O)(=O)N1CCC(C(=O)Nc2ccc(Br)cc2F)CC1,i,i,-2.7,1.1,2.7,i,i,i,i,-4.4,i
COc1cc(C(=O)N/N=C/c2cccc(Oc3ccccc3)c2)ccc1O,i,i,-14.2,0.7,-6.2,i,i,i,i,9.1,i
CCOc1ccccc1NC(=O)Cn1nnc(C(=O)NCCc2ccc(OCC)c(OCC)c2)c1N,i,i,-6.5,-3.5,-2.7,i,i,i,i,·,i
C=CCN1C(=O)C(C)S/C1=N\S(=O)(=O)c1ccc(Cl)cc1 (configuration not stated),i,i,-3.7,-1.0,-3.9,i,i,i,i,0.6,i
CCCOc1cc(C)c(S(=O)(=O)n2ccc(C)n2)cc1C,i,i,-10.5,-7.2,-1.7,i,i,i,i,-11.1,i
CC1=NOC(=O)/C1=C\c1ccccc1,i,i,-4.8,-2.3,-2.5,i,i,i,i,-2.4,i
Cc1ccc(OCC(O)CN2CCc3ccccc3C2)c(C)c1 (configuration not stated),i,i,-7.6,-2.4,5.6,i,i,i,i,-1.1,i
CCCOc1ccc(C(=O)C(CCC(CNCC)C(=O)c2ccc(OCCC)cc2)CNCC)cc1 (configuration not stated),i,-8.07*,-17.3,·,-13.4,i,6*,i,i,9.3,i
